Bioassay records: PubChem, National Center for Advancing Translational Sciences (NCATS)
GAA glycogen mod: qHTS Assay for Inhibitors and Activators of Human alpha-Glucosidase Cleavage of Glycogen. recombinant GAA, glycogen substrate, Amplex Red glucose oxidase fluorescence. Lysosomal alpha-glucosidase (Homo sapiens), P10253. hit rate 0.38% among 300,000. Potency, µM (highest dose often 76.4 µM), for inactives: at the top dose activity change, negative = inhibition, most hits filed as inhibitors. AID 2100, 2009;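 also: 0% = full enzyme reaction and -100% = no-enzyme basal signal; the screen sought inhibitors and activators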
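Recombinant human alpha-glucosidase (4 nM final) hydrolysed bovine liver glycogen (30 ug) for 40 min at 37 C in pH 5.0 citrate/phosphate with 0.01% Tween-20. Released glucose detected by glucose oxidase/Amplex Red, Ex 573/Em 610 nm. Compounds up to 77 uM; AC50 from Hill fits.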
RGS12 GoLoco inh: qHTS Assay for Inhibitors of RGS12 GoLoco Motif Activity (Red Fluorophore); Potency, µM (doses to about 61.6 µM), for inactives: at the highest dose activity, negative = inhibition, actives largely listed as inhibitors; hit rate 0.44% among 230,000; AID 880, 2007; Gai1:RGS12 GoLoco peptide FP, rhodamine, 10 min; active = well fitted inhibition curve with a large enough effect, not every such curve was filed as active; inactive = no such curve, though single readings can be large or run the other way; also: nearly all actives have a fitted effect of over 30% in size; many of its hits are not listed in these tables
aGlu spleen mod: qHTS Assay for Inhibitors and Activators of Human alpha-Glucosidase From Spleen Homogenate. Lysosomal alpha-glucosidase (Homo sapiens), P10253. human spleen homogenate, 4-MU-alpha-glucoside fluorescence. AID 2112, 2009. hit rate 0.006% among 240,000. Potency, µM (doses to about 79.9 µM), for the others: at the top dose activity change, negative = inhibition, hits mostly inhibitors;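 also: 0% = enzyme with vehicle and -100% = no enzyme basal signal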
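Enzyme source: human spleen homogenate, 1 ug/well. Buffer 50 mM citric acid/K phosphate pH 5.0, 0.01% Tween-20. 4-MU-alpha-glucoside 1 mM; 37 C x 40 min; NaOH/glycine stop; fluorescence.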
TexasRed fluor: Total Fluorescence Counterscreen for Inhibitors of the Interaction of Thyroid Hormone Receptor and Steroid Receptor Coregulator 2; AID 1479, 2009; TRb/SRC2 Texas Red total fluorescence interference; Potency, µM (titrated, usually from 106 µM), for inactives: at the top dose fluorescence change, negative = quenching; hit rate 0.29% among 280,000; active = well fitted curve in either direction with a large enough effect; inconclusive = small, poorly fitted or top-dose-only effect
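Human TRb ligand-binding domain at 0.6 uM with 20 nM Texas Red SRC2 peptide in Tris buffer containing 1 uM T3 and 5% DMSO, incubated with compound 5 h at ambient temperature. Total fluorescence (555/632 nm) calculated as parallel + 2 × perpendicular.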
RECQ1 inh: qHTS Assay for Inhibitors of RecQ-Like Dna Helicase 1 (RECQ1); RECQ1 DNA unwinding, red fluorescence kinetic read; Potency, µM (titrated, usually from 57.3 µM), without a hit: top-dose activity, negative = inhibition, most hits filed as inhibitors; hit rate 0.54% among 240,000;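 also: plate controls were vehicle for no effect and no enzyme for full effect; nearly all actives have a fitted effect of over 30% in size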
Target sequence (P46063 whole entry, looked up): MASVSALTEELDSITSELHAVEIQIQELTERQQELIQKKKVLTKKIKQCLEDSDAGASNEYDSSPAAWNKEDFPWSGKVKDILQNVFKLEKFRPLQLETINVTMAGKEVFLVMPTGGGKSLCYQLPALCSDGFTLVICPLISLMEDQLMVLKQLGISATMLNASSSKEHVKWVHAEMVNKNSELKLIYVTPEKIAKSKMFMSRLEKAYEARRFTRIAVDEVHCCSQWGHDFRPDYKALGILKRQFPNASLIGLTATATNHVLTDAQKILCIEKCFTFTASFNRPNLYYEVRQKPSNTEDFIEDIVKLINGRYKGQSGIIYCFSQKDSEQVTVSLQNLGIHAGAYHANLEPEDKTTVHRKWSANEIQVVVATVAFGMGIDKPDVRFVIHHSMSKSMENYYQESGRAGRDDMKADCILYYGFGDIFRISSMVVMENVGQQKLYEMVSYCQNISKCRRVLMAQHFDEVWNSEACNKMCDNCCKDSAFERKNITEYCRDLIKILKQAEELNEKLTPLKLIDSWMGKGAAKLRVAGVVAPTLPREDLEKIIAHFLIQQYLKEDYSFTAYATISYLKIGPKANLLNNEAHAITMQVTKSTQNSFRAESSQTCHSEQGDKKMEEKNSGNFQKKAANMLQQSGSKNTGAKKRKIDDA
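50 nM RECQ1T1 preincubated 15 min with compound in Tris pH 8.0 buffer with MgCl2, DTT, Tween-20 and 2.5 ug/ml poly(dI-dC); started with 200 nM TAMRA/BHQ-2 forked duplex and 2 mM ATP. Unwinding read as fluorescence (525/598 nm), two reads 2 h apart.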
TRb SRC2 PPI: qHTS for Inhibitors of the Interaction of Thyroid Hormone Receptor and Steroid Receptor Coregulator 2. Thyroid hormone receptor beta (Homo sapiens), P10828. TRbeta-SRC2 peptide binding, fluorescence polarization; receptor liganded with 1 µM T3. Potency, µM (titrated, usually from 106 µM), without a hit: at the top dose activity change, negative = inhibition, hits mostly inhibitors. hit rate 0.065% among 280,000. AID 1469, 2008;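 also: plate controls were bound peptide for no effect and peptide without receptor for full effect; nearly all actives have a fitted effect of over 50% in size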
Target sequence (P10828 whole entry, looked up): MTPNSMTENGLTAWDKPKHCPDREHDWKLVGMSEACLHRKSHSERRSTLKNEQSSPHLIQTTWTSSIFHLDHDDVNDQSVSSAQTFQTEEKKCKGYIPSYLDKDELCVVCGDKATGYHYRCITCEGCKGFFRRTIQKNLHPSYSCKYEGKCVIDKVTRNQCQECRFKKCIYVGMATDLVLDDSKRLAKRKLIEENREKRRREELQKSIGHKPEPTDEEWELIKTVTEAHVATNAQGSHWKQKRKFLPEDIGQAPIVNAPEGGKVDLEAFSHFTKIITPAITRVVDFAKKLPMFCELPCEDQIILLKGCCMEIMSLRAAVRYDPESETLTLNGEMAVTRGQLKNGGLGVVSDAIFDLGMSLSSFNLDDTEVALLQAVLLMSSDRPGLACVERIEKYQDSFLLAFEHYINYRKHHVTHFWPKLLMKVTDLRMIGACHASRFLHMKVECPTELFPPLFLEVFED
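Decrease in fluorescence polarization of 20 nM Texas Red SRC2 coactivator peptide flagged inhibition of its binding to 0.6 uM TRb LBD; 1 uM T3 included, incubation 5 hr, ex 555/em 632 nm.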
L3MBTL1 inh: qHTS Assay for the Inhibitors of L3MBTL1. hit rate 0.66% among 230,000. AlphaScreen L3MBTL1–H3K9me1 peptide binding. AID 485360, 2010. Potency, µM (highest dose often 57.1 µM), for inactives: at the top dose activity, negative = inhibition, actives largely listed as inhibitors; also: nearly all actives have a fitted effect of over 60% in size
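AlphaScreen assay: L3MBTL1 (50 nM final) was preincubated 30 min at room temperature with biotinylated H3(1-15)K9me1 peptide (75 nM final), then 30 min with library compounds; streptavidin donor and nickel chelate acceptor beads (10 ug/mL final) added, 30 min dark.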
GAA inhib: qHTS Assay for Inhibitors of Human alpha-Glucosidase as a Potential Chaperone Treatment of Pompe Disease; purified human GAA, 4-MU-alpha-glucoside fluorescence; Potency, µM (top dose mostly 76.9 µM), inactives show at the top dose activity change, negative = inhibition, hits mostly inhibitors; hit rate 0.005% among 200,000; AID 1466, 2008; Lysosomal alpha-glucosidase (Homo sapiens), P10253;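 also: plate controls were uninhibited enzyme wells for no effect and no-enzyme background for full effect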
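Human enzyme at 4 nM with 400 uM 4-methylumbelliferyl-alpha-D-pyranoside, citrate/phosphate buffer pH 5.0, 0.005% Tween-20, 20 min at room temperature. Compounds up to 77 uM. 4-MU fluorescence (Ex 365/Em 440) read after NaOH/glycine stop; AC50 from Hill fit.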
Active calls of the source: *; [ ] = another dose, or the depositor's remark. Unless noted, calls follow the shape of the dose curve; as a rule, active = well fitted curve in the direction sought with a large enough effect; inconclusive = small, poorly fitted or top-dose-only effect, or another doubt; inactive = no such curve, though single readings can be large; an effect the other way counts as inactive or inconclusive. Unless noted, % is scaled to controls: 0 for no effect and ±100 for the full control effect; potency is read from the fitted curve at half-maximal effect. Some of the compounds tested (hit frequency here may not be typical).

For COc1ccc(C(=O)OCC(=O)N2CCCCC2)cc1[N+](=O)[O-] the results were GAA glycogen mod 4%, RGS12 GoLoco inh 6%, aGlu spleen mod 10%, TexasRed fluor -3%, RECQ1 inh 2%, TRb SRC2 PPI -7% and GAA inhib -5%.
COC(=O)C(C)N1C(=O)S/C(=C/c2cc(C)n(C(C)C)c2C)C1=O (centres undefined) was read as GAA glycogen mod -4%, RGS12 GoLoco inh 7%, aGlu spleen mod -12%, TexasRed fluor -5%, RECQ1 inh -4%, TRb SRC2 PPI 2%, L3MBTL1 inh 11% and GAA inhib -5%.
CC(=O)Oc1cccc(N2C(=O)CC(Nc3ccc(N4CCOCC4)cc3)C2=O)c1 (centres undefined) was read as GAA glycogen mod 35µM*, RGS12 GoLoco inh -32%, aGlu spleen mod -1%, TexasRed fluor 10%, RECQ1 inh -28%, TRb SRC2 PPI -13%, L3MBTL1 inh -16% and GAA inhib 1%.
`O=C(Cn1nc(-c2ccccc2Cl)ccc1=O)Nc1ccccc1-c1ccccc1` gave GAA glycogen mod -6%, RGS12 GoLoco inh 0%, aGlu spleen mod 1%, TexasRed fluor 4%, RECQ1 inh -4%, TRb SRC2 PPI -4%, L3MBTL1 inh 5% and GAA inhib -3%.
For CC(=O)OC(C(=O)NCCc1ccccc1)c1cccnc1 (centres undefined) the results were GAA glycogen mod -5%, RGS12 GoLoco inh -3%, aGlu spleen mod 5%, TexasRed fluor -3%, RECQ1 inh inactive, TRb SRC2 PPI 1%, L3MBTL1 inh 7% and GAA inhib 7%.
CCOc1ccc(C(=O)NCCCn2ccnc2)cc1 was read as GAA glycogen mod 5%, RGS12 GoLoco inh 1%, aGlu spleen mod 5%, TexasRed fluor 2%, RECQ1 inh 0%, TRb SRC2 PPI -3%, L3MBTL1 inh 0% and GAA inhib 0%.
Screening Cc1nc2ccc(NC(=O)c3ccc(S(=O)(=O)N(C)C)cc3)cc2s1 returned GAA glycogen mod -1%, RGS12 GoLoco inh 10%, TexasRed fluor 0%, RECQ1 inh inactive, TRb SRC2 PPI 3%, L3MBTL1 inh 12% and GAA inhib -22%.
For Cc1ccc(/C=C/C(=O)NC(C)c2ccccc2)cc1 (centres undefined) the results were GAA glycogen mod 4%, RGS12 GoLoco inh 3%, aGlu spleen mod 0%, TexasRed fluor 0%, RECQ1 inh -1%, TRb SRC2 PPI 4%, L3MBTL1 inh 3% and GAA inhib -1%.
`CNC(=O)C(=O)N/N=C/c1ccccn1` gave GAA glycogen mod 4%, RGS12 GoLoco inh 12%, aGlu spleen mod 6%, TexasRed fluor -2%, RECQ1 inh inactive, TRb SRC2 PPI 5%, L3MBTL1 inh 18% and GAA inhib 8%.
For COc1cc2nc(C3CC3)n(NC(=O)c3ccc(F)cc3)c(=O)c2cc1OC the results were GAA glycogen mod 6%, RGS12 GoLoco inh 10%, aGlu spleen mod -4%, TexasRed fluor 0%, RECQ1 inh -13%, TRb SRC2 PPI -24%, L3MBTL1 inh -27%[11.4 µM] and GAA inhib -6%.
Screening COc1ccccc1NC(=O)c1ccc2nc(N3C(=O)CCC3=O)sc2c1 returned GAA glycogen mod 5%, RGS12 GoLoco inh -10%, aGlu spleen mod -9%, TexasRed fluor -1%, RECQ1 inh -7%, TRb SRC2 PPI -6%, L3MBTL1 inh -3% and GAA inhib -7%.
For CCOc1cc(S(=O)(=O)Nc2ccc(Cl)cn2)ccc1F the results were GAA glycogen mod -12%, RGS12 GoLoco inh 9%, aGlu spleen mod -10%, TexasRed fluor 2%, RECQ1 inh 7%, TRb SRC2 PPI 3%, L3MBTL1 inh 6%[11.4 µM] and GAA inhib -8%.

A portion from further up:
For COc1ccc(C(=O)OCC(=O)N2CCCCC2)cc1[N+](=O)[O-] the results were GAA glycogen mod 4%, RGS12 GoLoco inh 6%, aGlu spleen mod 10%, TexasRed fluor -3%, RECQ1 inh 2%, TRb SRC2 PPI -7% and GAA inhib -5%.
COC(=O)C(C)N1C(=O)S/C(=C/c2cc(C)n(C(C)C)c2C)C1=O (centres undefined) was read as GAA glycogen mod -4%, RGS12 GoLoco inh 7%, aGlu spleen mod -12%, TexasRed fluor -5%, RECQ1 inh -4%, TRb SRC2 PPI 2%, L3MBTL1 inh 11% and GAA inhib -5%.

The list continues:
For COC(=O)C1=C(C)OC(N)=C(C#N)C1c1ccc(OC)c(CSc2ccccn2)c1 (centres undefined) the results were GAA glycogen mod -18%, RGS12 GoLoco inh 18%, aGlu spleen mod 0%, TexasRed fluor 4%, RECQ1 inh -15%, TRb SRC2 PPI -3%, L3MBTL1 inh 2% and GAA inhib 1%.
`Nc1cc(=O)[nH]n1C1CCN(c2ccccc2)CC1` gave GAA glycogen mod -16%, RGS12 GoLoco inh 8%, aGlu spleen mod 4%, TexasRed fluor 2%, RECQ1 inh inactive, TRb SRC2 PPI 4% and GAA inhib -1%.
`CCc1ccc(N2C(=O)CC(N3CCC(C(=O)OC)CC3)C2=O)cc1` (centres undefined) gave GAA glycogen mod 2%, RGS12 GoLoco inh -4%, aGlu spleen mod -2%, TexasRed fluor -7%, RECQ1 inh 12%, TRb SRC2 PPI -1% and GAA inhib -3%.
`O=C(CN=C1NC(=O)C(c2ccccc2)(c2ccccc2)N1)NCc1ccc(F)cc1` gave GAA glycogen mod 2%, RGS12 GoLoco inh 10%, aGlu spleen mod 1%, TexasRed fluor -1%, RECQ1 inh -4%, TRb SRC2 PPI 3%, L3MBTL1 inh -6% and GAA inhib inconclusive.
COc1ccc(Cc2nnc(NC(=O)CSc3ccccc3)s2)cc1 was read as GAA glycogen mod -12%, RGS12 GoLoco inh 2%, aGlu spleen mod -3%, TexasRed fluor 1%, RECQ1 inh -7%, TRb SRC2 PPI -6%, L3MBTL1 inh -9% and GAA inhib 2%.
Screening O=C(/C=C/c1c(Cl)nc2ccccn12)N1CCN(c2ccccc2F)CC1 returned GAA glycogen mod -3%, RGS12 GoLoco inh 10%, aGlu spleen mod -1%, TexasRed fluor -3%, RECQ1 inh -10%, TRb SRC2 PPI -8%, L3MBTL1 inh 1% and GAA inhib 1%.
CCOC(=O)N1CCN(C(=O)c2cc3sccc3n2C)CC1 was read as GAA glycogen mod 2%, RGS12 GoLoco inh 2%, aGlu spleen mod 1%, TexasRed fluor -1%, RECQ1 inh -2%, TRb SRC2 PPI 0%, L3MBTL1 inh -10% and GAA inhib 3%.
COC(=O)C(CC(C)C)NC(=O)c1cc(OC)c(OC)c(OC)c1 (centres undefined) was read as GAA glycogen mod -1%, RGS12 GoLoco inh -7%, aGlu spleen mod -2%, TexasRed fluor -1%, RECQ1 inh -12%, TRb SRC2 PPI 5% and GAA inhib 3%.
Screening Cc1ccc2c(C(=O)CN3CCN(C4CCCCC4)CC3)c(C)[nH]c2c1 returned GAA glycogen mod -6%, RGS12 GoLoco inh 9%, aGlu spleen mod -10%, TexasRed fluor -4%, RECQ1 inh -5%, TRb SRC2 PPI -3%, L3MBTL1 inh 5% and GAA inhib -2%.
`O=C(CSc1nnc(-c2cc3ccccc3cc2O)n1Cc1ccco1)c1ccc(F)cc1` gave GAA glycogen mod -1%, RGS12 GoLoco inh 4%, aGlu spleen mod -2%, TexasRed fluor -3%, RECQ1 inh -5%, TRb SRC2 PPI 4%, L3MBTL1 inh -8% and GAA inhib -5%[15.4 µM].
`COCCN=c1scc(-c2ccc3c(c2)NC(=O)CO3)n1/N=C(\C)c1ccc(O)cc1` gave GAA glycogen mod -7%, RGS12 GoLoco inh 11%, aGlu spleen mod 4%, TexasRed fluor 1%, RECQ1 inh -24%, TRb SRC2 PPI -4% and L3MBTL1 inh inconclusive.
`CCOC(=O)CCSc1nc(C(C)(C)C)cc(C(F)(F)F)c1C#N` gave GAA glycogen mod -8%, RGS12 GoLoco inh 5%, aGlu spleen mod -1%, TexasRed fluor -2%, RECQ1 inh 0%, TRb SRC2 PPI -17%, L3MBTL1 inh 45%[activator] and GAA inhib inconclusive.
Screening CC(C)(C)C(=O)[C@@H]1[C@@H]2C(=O)N(Cc3ccccc3)C(=O)[C@@H]2[C@H]2c3ccccc3C=CN12 returned GAA glycogen mod inconclusive, RGS12 GoLoco inh 43%[activator], aGlu spleen mod -1%, TexasRed fluor 3%, RECQ1 inh -24%, TRb SRC2 PPI 4% and GAA inhib -2%.
Screening CC1CCN(C(=O)COC(=O)c2n[nH]c3ccccc23)CC1 returned GAA glycogen mod -13%, RGS12 GoLoco inh -1%, aGlu spleen mod -10%, TexasRed fluor 0%, RECQ1 inh -8%, TRb SRC2 PPI 0%, L3MBTL1 inh 7% and GAA inhib -9%.
For CN(CCC#N)c1ncnc2scc(-c3ccccc3)c12 the results were GAA glycogen mod 2%, RGS12 GoLoco inh 13%, aGlu spleen mod -1%, TexasRed fluor -5%, RECQ1 inh inactive, TRb SRC2 PPI 2%, L3MBTL1 inh 9% and GAA inhib -7%.
For CCOC(=O)CCCN1CC(O)=C(c2nc3ccccc3s2)C1=N the results were GAA glycogen mod -8%, RGS12 GoLoco inh 7%, aGlu spleen mod -6%, TexasRed fluor -2%, RECQ1 inh -3%, TRb SRC2 PPI 2%, L3MBTL1 inh -2% and GAA inhib 10%.
For C#CCSc1n[nH]c(=O)n1-c1cccc(C(F)(F)F)c1 the results were GAA glycogen mod 4%, RGS12 GoLoco inh 3%, aGlu spleen mod -3%, TexasRed fluor 2%, RECQ1 inh inactive, TRb SRC2 PPI -8% and L3MBTL1 inh 1%.
